Mito fusion act: qHTS Assay for Small Molecule Inhibitors of Mitochondrial Division or Activators of Mitochondrial Fusion; Potency, µM (series often up to 46.1 µM), for the others: at the highest dose growth rescue (activation), most hits filed as activators; S. cerevisiae fusion-defective mutant growth rescue, CellTiterGlo 48 h; hit rate 0.23% among 320,000;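 also: potency is read from the fitted curve at half-maximal effect; % of control where 0% means no effect; nearly all actives have a fitted effect of over 45% in size; temperature-sensitive fusion mutants such as fzo1-1 at 37 °C on non-fermentable ethanol glycerol medium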
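S. cerevisiae fusion-defective temperature-sensitive mutants (e.g. fzo1-1, mgm1-5) grown 48 h at 37C in YPEG (ethanol/glycerol non-fermentable) medium with 23 nl compound per well; growth rescue read as CellTiterGlo luminescence.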
TCR act: Activators of T cell receptors: qHTS campaign | primary human leukocytes, anti-CD3, IL-2 HTRF, 48 h | Potency, µM (titrated, usually from 9.22 µM), without a hit: top-dose activation of IL-2 secretion, usual class: activators | 330,000 tested, under 10 active | AID 504894, 2011; also: % of control where 0% means no effect
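Compounds are tested in HTS on primary human leukocytes co-incubated with a-CD3 beads for 48 hr. IL-2 output is measured by time-resolved FRET.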
TRPV1 ag: HTS Assay for Compounds that Act as Agonists of the Vanilloid Receptor 1; AID 540275, 2011; activation, % at 8.33 µM; hit rate 0.19% among 320,000; TRPV1-expressing cells, Fluo-8 calcium influx, agonist mode; Transient receptor potential cation channel subfamily V member 1 (Homo sapiens), Q8NER1; in the data active = activation above about 80%; inconclusive = between about 30% and that limit; also: 0% is about no effect
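Cells expressing TRPV1 were dye-loaded with Fluo-8 and read kinetically: 10 s baseline, 3 min after compound (agonist portion), then 2 min after EC20 capsaicin (allosteric enhancer portion). Calcium-bound dye fluorescence at 480/520 nm.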
KCNH2 3.1 inh: qHTS for Inhibitors of KCHN2 3.1: Mutant qHTS. U2OS KCNH2 3.1, thallium flux FluxOr; stronger effect = lower value. hit rate 0.95% among 340,000. activity change, % (tested at about 1.8 µM). Potassium voltage-gated channel subfamily H member 2, brain isoform KCNH2 3.1 (human);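 active = maximum activity change below -70%; inconclusive = maximum activity change from -70% to -50%; inactive = maximum activity change above -50%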;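 also: thallium influx rate constant from kinetic fluorescence after stimulation buffer; % is scaled to controls: 0 for no effect and ±100 for the full control effect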
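Channel expression came from 3.1 mutant virus (1.77 x 10^8 /mL) applied to suspended U2OS cells for 4 h. Flux was tracked with FluxOr dye plus Red40 quencher, and kinetic rate constants normalized to controls.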
USP2a inh: qHTS Assay for Inhibitors of Ubiquitin-specific Protease USP2a Using CHOP2 as the Reporter; hit rate 0.01% among 330,000; Potency, µM (titrated, usually from 38.3 µM), without a hit: at the top dose activity change, negative = inhibition, most hits filed as inhibitors; AID 463254, 2010; USP2 core, Ub-CHOP2 coupled fluorogenic reporter, 485/531; Ubiquitin carboxyl-terminal hydrolase 2 (Homo sapiens), O75604;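 also: potency is read from the fitted curve at half-maximal effect; plate controls were DMSO wells for no effect and full inhibition by NEM control for full effect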
Target sequence (O75604 whole entry, looked up): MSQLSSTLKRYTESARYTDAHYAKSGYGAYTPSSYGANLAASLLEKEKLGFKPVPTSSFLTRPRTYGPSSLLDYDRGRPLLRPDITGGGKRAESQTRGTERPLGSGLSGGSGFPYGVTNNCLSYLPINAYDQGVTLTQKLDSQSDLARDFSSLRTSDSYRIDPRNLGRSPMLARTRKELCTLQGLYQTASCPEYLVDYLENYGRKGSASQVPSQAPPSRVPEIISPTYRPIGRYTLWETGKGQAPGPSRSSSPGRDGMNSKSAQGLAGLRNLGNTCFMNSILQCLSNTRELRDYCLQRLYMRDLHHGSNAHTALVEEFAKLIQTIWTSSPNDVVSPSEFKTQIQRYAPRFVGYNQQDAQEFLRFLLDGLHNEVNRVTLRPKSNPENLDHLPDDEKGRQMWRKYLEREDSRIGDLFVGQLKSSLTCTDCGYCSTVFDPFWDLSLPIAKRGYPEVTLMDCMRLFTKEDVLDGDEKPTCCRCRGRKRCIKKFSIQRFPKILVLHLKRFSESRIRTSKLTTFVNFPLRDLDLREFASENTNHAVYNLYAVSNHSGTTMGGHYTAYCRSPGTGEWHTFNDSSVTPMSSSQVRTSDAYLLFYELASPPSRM
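Cell-free coupled assay: 10nM USP2 core preincubated 30min RT with compound in Tris-HCl pH 8.0/CaCl2/CHAPS buffer, then 25nM Ub-CHOP2 and 25nM reporter substrate; fluorescence (Ex 485/Em 531) read after 60min RT, normalized to NEM inhibition, concentration-response curves fitted.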
A-T KAP1 phos: qHTS Assay for Identifying a Potential Treatment of Ataxia-Telangiectasia; […] A-T fibroblasts, KAP-1 phosphorylation AlphaLISA; neocarzinostatin DNA damage 30 min before lysis; hit rate 0.19% among 320,000; Potency, µM (titrated, usually from 57.5 µM), without a hit: at the highest dose activation, usual class: activators; also: potency is read from the fitted curve at half-maximal effect; % of control where 0% means no effect; nearly all actives have a fitted effect of over 45% in size
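ATM-like activity read as KAP-1 phosphorylation via AlphaLISA donor/acceptor antibody pairs after lysis and 6 hr at 25C. Cells were ATM-null patient fibroblasts ([…], hTERT), dosed 60 min, then exposed to the DSB inducer NCS for 30 min.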
hERG WT inh: qHTS for Inhibitors of KCHN2 3.1: Wildtype qHTS | Voltage-gated inwardly rectifying potassium channel KCNH2 (Homo sapiens), Q12809 | U2OS, BacMam KCNH2, thallium flux FluxOr; stronger effect = lower value | activity change, % at 1.84 µM | hit rate 0.37% among 340,000 | AID 720551, 2013;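 active = maximum activity change below -70%; inconclusive = maximum activity change between -70% and -50%; inactive = maximum activity change above -50%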; also: % is scaled to controls: 0 for no effect and ±100 for the full control effect
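U2OS cells were transduced with wild-type KCNH2 virus (2.03 x 10^8 / mL) for 4 h at room temperature, then cultured overnight at 37 C. Thallium flux was read with FluxOr dye. Rate constants were normalized to DMSO controls.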
ELG1 DNA repair: qHTS screen for small molecules that inhibit ELG1-dependent DNA repair in human embryonic kidney (HEK293T) cells expressing luciferase-tagged ELG1 | HEK293T ELG1-luciferase reporter, luminescence, 16 h; DNA damage induced by 5-fluorouridine | hit rate 2.3% among 330,000 | Potency, µM (top dose mostly 46.1 µM), inactives show at the top dose activity change, negative = inhibition, hits mostly inhibitors; also: potency is read from the fitted curve at half-maximal effect; % is scaled to controls: 0 for no effect and ±100 for the full control effect; nearly all actives have a fitted effect of over 55% in size
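Quantitative HTS, concentration-response format. 2,000 cells/well co-treated with 5-fluorouridine and compound, 16 hr in 5% CO2 at 37 °C; ONE-Glo luminescence read after 30 min.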
Eya2 inh: qHTS Assay for Inhibitors of the Phosphatase Activity of Eya2 | recombinant Eya2, OMFP fluorescence dephosphorylation (OMFP is methylfluorescein phosphate) | Protein phosphatase EYA2 (Homo sapiens), O00167 | hit rate 0.006% among 330,000 | Potency, µM (doses to about 76.9 µM), for the others: at the highest dose activity, negative = inhibition, most hits filed as inhibitors; also: potency is read from the fitted curve at half-maximal effect; % is scaled to controls: 0 for no effect and ±100 for the full control effect
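Eya2 protein (added as 0.2 uM solution) was preincubated with compound for 10 min at ambient temperature in 50 mM HEPES pH 7.5, 50 mM NaCl, 5 uM MgCl2, 0.05% BSA, 1 mM DTT. OMFP (added at 50 uM) then reacted 10 min; fluorescence read at 485/525 nm.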
TSHR antag: Antagonists of the Thyroid Stimulating Hormone Receptor: HTS campaign; activity change, negative = inhibition, % at 11.5 µM; Thyrotropin receptor (Homo sapiens), P16473; AID 504810, 2011; TSHR-expressing cells, TSH-stimulated cAMP HTRF, 2 h; stronger effect = lower value; hit rate 0.2% among 330,000;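 active = activity change below a set negative limit, meaning inhibition stronger than a set level, cut at about -70% in these data; inconclusive = activity change between two set negative limits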; also: % is scaled to controls: 0 for no effect and ±100 for the full control effect
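Antagonism was scored as loss of TSH-driven cAMP in TSHR cells, stimulated with 4nM TSH (EC80) for 2 hours at 37 deg C and detected by homogeneous HTRF competition immunoassay.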
The depositor's hits bear a star; ? = inconclusive; / = no result given; [ ] = remark or other dose. Unless noted, calls follow the shape of the dose curve; as a rule, active = well fitted curve in the direction sought with a large enough effect; inconclusive = small, poorly fitted or top-dose-only effect, or another doubt; inactive = no such curve, though single readings can be large; an effect the other way counts as inactive or inconclusive. This is a subset, so the mix of outcomes need not match the whole.

SMILES	Mito fusion act	TCR act	TRPV1 ag	KCNH2 3.1 inh	USP2a inh	A-T KAP1 phos	hERG WT inh	ELG1 DNA repair	Eya2 inh	TSHR antag
COc1cc(C(=O)Nc2nnc(Cc3ccccc3)s2)cc(OC)c1OC	-13%	3%	2	-7	-1%	2%	-10	?	13%	-3
Cc1cc(N2CCOCC2)nc2ccc(NC(=S)NCc3ccc4c(c3)OCO4)cc12	14%	-6%	1	-29	2%	-2%	-27	?	-4%	-7
COc1ccc(CCN2CC(O)=C(c3nc(C)cs3)C2=N)cc1OC	-3%	8%	1	12	0%	4%	-11	-22%	-3%	1
COC(=O)CS(=O)(=O)c1nnc([C@H](Cc2ccccc2)NC(=O)OC(C)(C)C)o1	-1%	-6%	3	-7	-1%	-2%	20	?	-11%	-11
CC(C)CC(C(=O)OCC(=O)Nc1cccc(Cl)c1)N1C(=O)C2CC=CCC2C1=O (stereo not drawn)	1%	-4%[46.1 µM]	5	5	1%	0%	-1	-4%	-20%	0
CC(C)C(=O)NC(=S)Nc1ccccc1F	-6%	3%	-1	4	1%	1%	4	3%	7%	2
O=C(Nc1nnc(SCc2c(Cl)cccc2Cl)s1)c1ccc2ncsc2c1	0%	/	4	/	2%	8%	/	13%	-4%	4
O=C(COC(=O)/C=C/c1cccc(C(F)(F)F)c1)NC(=O)NCc1ccccc1	-2%	-1%	-2	5	-5%	1%	-3	13%	-26%	2
Cc1ccc(CNC(=O)C(=O)NCC2OCCN2C(=O)c2cccs2)cc1 (stereo not drawn)	-3%	5%[46.1 µM]	-4	-14	4%	6%	-11	1%	-1%	16
Cc1nn(C)cc1S(=O)(=O)Nc1ccc2c(c1)OCCO2	-8%	-2%	1	-9	1%	0%	-3	?	13%	2
O=C(NCc1ccco1)c1nn2c(C(F)(F)F)cc(-c3cccs3)nc2c1Cl	-2%	/	0	-11	-2%	8%	-5	14%	11%	-10
COC(=O)c1ccccc1S(=O)(=O)N1CCC(C(=O)Nc2ccc(N3CCOCC3)cc2)CC1	/	-5%	/	-2	2%	4%	23	8%	8%	/
Cc1ccc(SCC(=O)OCC(=O)N(CCC#N)c2ccccc2)cc1C	-8%	1%	4	6	-5%	-2%	10	10%	-15%	11
N=C1SC(CC(=O)Nc2ccc([N+](=O)[O-])cc2)C(=O)N1c1ccccc1 (stereo not drawn)	5%	-1%	/	-1	-1%	7%	-1	?	-5%	-3
CCCCn1c(N)c(N(Cc2ccccc2OC)C(=O)c2c(CC)noc2C)c(=O)[nH]c1=O	-4%	-1%	4	21	-1%	3%	-4	14%	6%	-9
CCOC(=O)c1ccc(CN(Cc2ccc(C)cc2)S(=O)(=O)c2cccc([N+](=O)[O-])c2)cc1	-3%	7%	2	-37	-4%	-1%	14	1%	-4%	-2
CCc1ccccc1NC(=O)NC1CC2CCC(C1)N2Cc1cccs1 (stereo not drawn)	0%	1%	3	1	1%	3%	29	-2%	-1%	3
CC1(C)Cc2c(c(N3CCOCC3)nc3sc(C(=O)Nc4cccc(Cl)c4)c(N)c23)CO1	3%	9%	3	0	0%	-1%	-1	0%	?	-10
CN(CC(=O)Nc1cccc(Cl)c1)S(=O)(=O)c1ccc2c(c1)n(C)c(=O)c(=O)n2C	-1%	-5%	-2	4	0%	21%	9	24%	11%	8
N#C/C(=C\Nc1ccccc1O)c1nc2ccccc2o1	?	1%	?	2	-4%	-3%	-6	?	-12%	21

Continued, starting with the last three of the part before.
SMILES	Mito fusion act	TCR act	TRPV1 ag	KCNH2 3.1 inh	USP2a inh	A-T KAP1 phos	hERG WT inh	ELG1 DNA repair	Eya2 inh	TSHR antag
CC1(C)Cc2c(c(N3CCOCC3)nc3sc(C(=O)Nc4cccc(Cl)c4)c(N)c23)CO1	3%	9%	3	0	0%	-1%	-1	0%	?	-10
CN(CC(=O)Nc1cccc(Cl)c1)S(=O)(=O)c1ccc2c(c1)n(C)c(=O)c(=O)n2C	-1%	-5%	-2	4	0%	21%	9	24%	11%	8
N#C/C(=C\Nc1ccccc1O)c1nc2ccccc2o1	?	1%	?	2	-4%	-3%	-6	?	-12%	21
CCO[C@@H]1OC(C(=O)Nc2ccccc2)=C[C@H](C2CC2)[C@H]1CCCO	-3%	-6%	0	/	3%	6%	/	13%	?	-10
COC(=O)[C@]1(C)N[C@H](CN(C)C(=O)Nc2ccccc2)[C@@H]2C(=O)N(Cc3ccccc3)C(=O)[C@@H]21	/	-6%	/	-3	-1%	0%	1	15%	2%	-2
Cc1c(NC(=O)c2ccc3c(c2)OCO3)c(=O)n(-c2ccccc2)n1C	-8%	/	-2	16	1%	-8%	15	14%	7%	13
CC(C)(C)c1ccc(N2C(=O)Cc3c2nc(N)c(C#N)c3N)cc1	13%	0%	0	/	0%	3%	2	?	30%	13
Cc1cccc(NC(=O)C2CCCN(C(=O)Nc3ccc(F)cc3)C2)c1C (stereo not drawn)	-5%	4%	14	-3	0%	9%	-3	-12%	-2%	-4
COc1cc(/C=N/N=C(\N)c2nonc2N)cc(OC)c1OC	-2%	-1%	11	33	9%	-1%	7	?	-7%	51
Cc1cc(SC2CCOC2=O)nc2ccccc12 (stereo not drawn)	12%	-4%	0	8	-1%	0%	8	-1%	-14%	14
O=C(c1cccs1)N1CCN(C(=O)C2CCCO2)CC1 (stereo not drawn)	0%	1%[46.1 µM]	3	7	-1%	-3%	-11	-17%	4%	-5
O=C(CN1CCCCCC1)Nc1cc(C(F)(F)F)ccc1Cl	2%	-1%	14	-9	0%	4%	9	3%	-7%	-2
CC1=NN(C(N)=S)C(=O)C1N=Nc1ccccc1O (stereo not drawn)	-11%	/	-6	/	-3%	7%	-10	-5%	-2%	4
O=C(CSc1nc(C2CC2)nc2ccccc12)N1c2ccccc2Sc2ccc(C(F)(F)F)cc21	8%	-3%	-5	15	3%	-2%	-16	-2%	5%	3
O=C(Nc1ccc(NC(=O)c2cccs2)cc1)c1cccnc1	7%	5%	-3	-13	1%	-1%	-7	-5%	19%	-6
COc1ccc2cc(C(N)=O)c(=Nc3ccc(C)cc3)oc2c1	1%	-7%	20	-23	1%	0%	-13	?	-5%	-4
CC(CC(=O)N(C)C1CCCCC1)S(=O)(=O)c1ccc2c(c1)NC(=O)CO2 (stereo not drawn)	-6%	14%	25	-18	1%	-3%	-3	3%	1%	-5
CCCCn1c(CCC(=O)O)nc2cc(S(=O)(=O)N(CC)CC)ccc21	-4%	6%	1	-16	6%	7%	9	?	13%	-12
COc1ccc(Cc2nnc(NC(=O)c3ccco3)s2)cc1OC	-6%	2%	3	-22	3%	-1%	17	0%	9%	4
Cc1ccc(C(=O)C(C)OC(=O)c2cc3cc([N+](=O)[O-])ccc3oc2=O)cc1 (stereo not drawn)	5%	2%	7	9	-3%	-9%	1	9%	1%	-11
Cc1ccn2cc(C(=O)NCc3ccco3)nc2c1	2%	6%	1	1	0%	-2%	-3	?	12%	-1
CCCCOCCCNCc1cccn1CCN1CCOCC1	1%	/	1	-1	2%	-2%	-1	1%	?	-8
Cn1c(=O)c2c(nc(NCCO)n2C)n(C)c1=O	4%	4%	1	0	4%	-11%	15	10%	9%	6
COc1ccccc1C(=O)Nc1ccc2c(c1)nc(CN1CCN(C(C)=O)CC1)n2C	-4%	3%	0	0	1%	-5%	-13	28%	10%	-7
Nc1nnc(-c2ccccc2)s1	1%	3%	-1	-2	3%	-3%	2	?	11%	-1
C=CCN1CCN(C(c2cccc(OC)c2OC)c2nnnn2CCC(C)C)CC1 (stereo not drawn)	?	5%	0	1	-11%	5%	2	3%	-21%	10

Reprinted at random: two records from the list
SMILES	Mito fusion act	TCR act	TRPV1 ag	KCNH2 3.1 inh	USP2a inh	A-T KAP1 phos	hERG WT inh	ELG1 DNA repair	Eya2 inh	TSHR antag
O=C(CN1CCCCCC1)Nc1cc(C(F)(F)F)ccc1Cl	2%	-1%	14	-9	0%	4%	9	3%	-7%	-2
O=C(c1cccs1)N1CCN(C(=O)C2CCCO2)CC1 (stereo not drawn)	0%	1%[46.1 µM]	3	7	-1%	-3%	-11	-17%	4%	-5
